KB-V1 MDR tox = qHTS assay for MDR1-selective chemotherapeutics: Primary screen using the drug-selected MDR subline cells KB-V1 | KB-V1 MDR cells viability, CellTiter-Glo, 72 h | Potency, µM (doses to about 46.1 µM), for inactives: top-dose activity change, negative = cytotoxicity, actives largely listed as cytotoxic | actives 3.4% (n = 400,000) | AID 1347076, 2019; also: potency is read from the fitted curve at half-maximal effect; % is scaled to controls: 0 for no effect and ±100 for the full control effect; nearly all actives have a fitted effect of over 60% in size
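In this primary screen, KB-V1 cells overexpressing P-gp are incubated with library compounds (lowest to highest concentration) for 72 h at 37 degrees C before a luminescent ATP viability read.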
HT1080-NT tox = qHTS for induction of synthetic lethality in tumor cells producing 2HG: qHTS for the HT-1080-NT fibrosarcoma cell line; HT-1080-NT fibrosarcoma viability, CellTiter-Glo ATP luminescence, 48 h; AID 686970, 2013; Potency, µM (titrated, usually from 46.1 µM), for the others: top-dose activity, negative = less viability, usual class: cytotoxic; actives 1.6% (n = 360,000);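 also: NT is the 2HG producing partner of a matched IDH1 knockdown line; potency is read from the fitted curve at half-maximal effect; 0% = DMSO-treated cells and -100% = media-only wells without cells; nearly all actives have a fitted effect of over 55% in size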
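Toxicity toward the 2HG-producing NT line was scored as %Activity, normalised to DMSO and no-cell wells, from CellTiter-Glo luminescence after 48 hours' treatment.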
ATXN viability = Viability Counterscreen for Primary qHTS for Inhibitors of ATXN expression; S2 cells (HEK-293 line with an ATXN2-luciferase reporter) viability, CellTiter-Fluor protease fluorescence, 24 h; Potency, µM (top dose mostly 56.7 µM), usual class: cytotoxic; actives 0.49% (n = 400,000); also: potency is read from the fitted curve at half-maximal effect; nearly all actives have a fitted effect of over 40% in size
ATXN2 expr inh = Primary qHTS for Inhibitors of ATXN expression | HEK-293 ATXN2-luciferase reporter, luminescence, 24 h | actives 0.72% (n = 360,000) | Potency, µM (series often up to 57 µM), inactives show top-dose activity change, negative = inhibition, most hits filed as inhibitors; also: potency is read from the fitted curve at half-maximal effect; % is scaled to controls: 0 for no effect and ±100 for the full control effect; nearly all actives have a fitted effect of over 55% in size
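qHTS (up to 57 uM final) was run with 24 h compound exposure of reporter cells at 37 °C. Each well was multiplexed: SteadyGlo luminescence measured ATXN2-luciferase expression after a fluorogenic Gly-Phe-AFC viability readout (25 uM final).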
MCF10A rereplic = A quantitative high throughput screen for small molecules that induce DNA re-replication in MCF 10a normal breast cells | MCF 10A DNA re-replication, Hoechst nuclear intensity, 48 h | Potency, µM (titrated, usually from 46.1 µM), without a hit: at the highest dose activity, positive = re-replication, hits mostly activators | actives 2.9% (n = 350,000); also: potency is read from the fitted curve at half-maximal effect; % of control where 0% means no effect; nearly all actives have a fitted effect of over 50% in size
KB-3-1 tox = qHTS assay for MDR1-selective chemotherapeutics: Primary screen using the parental adenocarcinoma cell KB-3-1. KB-3-1 viability, CellTiter-Glo ATP luminescence, 72 h. Potency, µM (doses to about 46.1 µM), without a hit: top-dose activity change, negative = cytotoxic, actives largely listed as cytotoxic. actives 1.4% (n = 400,000); also: potency is read from the fitted curve at half-maximal effect; % is scaled to controls: 0 for no effect and ±100 for the full control effect; nearly all actives have a fitted effect of over 60% in size
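Multi-concentration cytotoxicity screen in KB-3-1 cells grown in DMEM lacking phenol red with 10% FBS. After 72 h at 37 °C with compound, ATP-dependent luminescence was recorded.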
IL-1B inflam inh = qHTS for Inhibitors of Inflammasome Signaling: IL-1-beta AlphaLISA Primary Screen; activity change, % at 57.5 µM; actives 4.7% (n = 360,000); THP-1 LPS/ATP IL-1B secretion, AlphaLISA, 16 h; hits give low values; AID 743279, 2014; in the data active = activity change below about -50%; inconclusive = mostly about -30% to -49%; also: % is scaled to controls: 0 for no effect and ±100 for the full control effect
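Secreted IL-1B measured by AlphaLISA bead assay after 16 h compound exposure of THP-1 cells; compounds (final up to 57.5 uM) added 1 h before LPS (250 ng/mL) and ATP (1.25 mM) stimulation; lower signal means less secretion.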
HT1080 IDH1KD tx = qHTS for induction of synthetic lethality in tumor cells producing 2HG: qHTS for the HT-1080-IDH1KD cell line | HT-1080 IDH1 knockdown viability, ATP luminescence, 48 h | Potency, µM (doses to about 46.1 µM), inactives show at the highest dose activity, negative = toxicity, most hits filed as cytotoxic | actives 2% (n = 360,000);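 also: potency is read from the fitted curve at half-maximal effect; 0% = DMSO wells and -100% = cell-free medium wells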
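% activity derives from luminescence (CellTiter-Glo), normalised to DMSO and no-cell wells. HT-1080-IDH1KD cells, 750/well, had 48 h compound exposure at 37 °C.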
SW480 rereplic = A quantitative high throughput screen for small molecules that induce DNA re-replication in SW480 colon adenocarcinoma cells. actives 1.8% (n = 340,000). Potency, µM (titrated, usually from 46.1 µM), for the others: at the highest dose re-replication activation, usual class: activators. AID 624297, 2012. SW480 DNA re-replication, Hoechst DNA content imaging, 48 h; also: potency is read from the fitted curve at half-maximal effect; % of control where 0% means no effect; nearly all actives have a fitted effect of over 55% in size
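250 cells/well; 23 nL cpd via pin tool; 48 hr, 37 C, 5% CO2; Hoechst 40 min; imager read of total nuclear intensity, ex 405/em 500-530 nm.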
* marks the source's active call; other numbers are inactive results; i = inactive; ? = inconclusive; / = no result given; [ ] = dose if it differs, or a comment. Unless noted, calls follow the shape of the dose curve; as a rule, active = well fitted curve in the direction sought with a large enough effect; inconclusive = small, poorly fitted or top-dose-only effect, or another doubt; inactive = no such curve, though single readings can be large; an effect the other way counts as inactive or inconclusive.

SMILES	KB-V1 MDR tox	HT1080-NT tox	ATXN viability	ATXN2 expr inh	MCF10A rereplic	KB-3-1 tox	IL-1B inflam inh	HT1080 IDH1KD tx	SW480 rereplic
Cc1ccc(N(CC(=O)Nc2ccc(Br)c(C)c2)S(=O)(=O)c2c(C)[nH]c(=O)[nH]c2=O)cc1	2.5%	-8.5%	i	17.3%	?	19.0%	39.8	-11.5%	-1.2%
Cc1cccc2nc(CNC(=O)C3CCC(=O)N(Cc4ccccc4F)C3)cn12 (configuration not stated)	1.4%	3.1%	i	-3.3%	-1.0%	18.5%	3.4	8.7%	-4.2%
CC(=O)Nc1ccc(NC(=O)C2CC(=O)Nc3nc4ccccc4n32)cc1 (configuration not stated)	13.3%	29.5%	?	?	-16.9%	0.4%	-4.1	10.3%	-7.1%
Cc1c(CC(=O)NCCC(=O)O)c(=O)oc2cc3oc4c(c3cc12)CCCC4	-6.1%	19.2%	i	18.5%	-0.4%	-7.8%	24.9	19.6%	-5.8%
COc1ccccc1CNC(=O)COC(=O)Cc1ccsc1	-5.1%	-4.1%	i	-14.2%	-7.0%	2.1%	9.8	1.0%	-29.2%
COc1cccc(CN(C)C(=O)Cc2c[nH]c3ccccc23)c1	0.0%	-15.5%	i	-5.3%	-2.3%	0.0%	26.3	-12.1%	?
COc1cccc(C(=O)Nc2nnc(S(=O)(=O)N(C)Cc3ccc(F)cc3)s2)c1	7.2%	-10.1%	i	-6.1%	14.9%	-12.1%	2.8	-24.2%	-1.5%
COCCNC(=O)C(c1ccc(Cl)cc1)N(CCOC)C(=O)CCC(=O)Nc1ccccn1 (configuration not stated)	6.8%	?	i	6.6%	-10.0%	-1.0%	2.3	27.2%	-45.1%[inhibitor]
COc1ccc(OCCOC(=O)c2cc(S(=O)(=O)N3CCOCC3)c(Cl)cc2Cl)cc1	-13.0%	-1.2%	i	-9.8%	?	-1.8%	-93.7*	?	1.4%
O=C(CN1CCN(Cc2ccccc2)CC1)Nc1cccc(Cl)c1Cl	?	2.6%	?	/	/	3.3%	-18.8	3.3%	/
S=c1[nH]nc(C23CC4CC(CC(C4)C2)C3)n1Cc1ccco1	9.7%	-8.7%	i	-1.5%	-6.1%	16.8%	3.9	-22.7%	-5.7%
COc1cnc(-c2ccccn2)nc1Sc1c(Cl)cccc1Cl	2.91µM*	15.8µM*	?	?	?	?	32.9	7.94µM*	14.6µM*
CC(SCc1ccccc1)C(=O)NC1CCCC1 (configuration not stated)	0.7%	16.5%	i	-2.5%	-17.3%	16.1%	0.2	20.9%	-0.7%
CCOc1ccc(OCC)c(NC(=O)c2cnc(SC)nc2-c2ccccc2)c1	?	/	i	-12.4%	/	-21.5%	/	/	/
Cc1ccn2cc(CCNC(=O)COc3ccccc3)nc2c1	-3.4%	3.8%	i	7.1%	2.5%	-4.4%	49.4	?	-8.0%
COc1ccc(NC(=O)N2CCCC(CCC(=O)N(C)CCc3ccccn3)C2)cc1 (configuration not stated)	?	4.1%	i	18.7%	-16.6%	16.4%	-7.9	-5.8%	-3.0%
COc1ccccc1NC(=O)c1[nH]c(C)c(C(C)=O)c1C	?	0.2%	i	17.6%	22.3%	-1.8%	-14.8	-0.6%	5.9%
N=C1C(=O)OCC1c1ccccc1NC(=O)c1ccc(F)cc1 (configuration not stated)	-25.6%	-9.7%	i	-1.0%	-47.5%[inhibitor]	9.1%	39.9	-0.1%	?
N/C(Cc1ccc(Cl)cc1)=N\OC(=O)CCc1ccccc1	3.5%	4.7%	i	/	/	0.8%	6.1	10.6%	/
Cc1cc(OCC(C)C)ccc1/C(O)=C1/C(=O)C(=O)N(Cc2cccnc2)C1c1ccncc1 (configuration not stated)	-1.8%	9.2%	i	0.4%	2.2%	-10.9%	21.4	19.4%	-0.3%
COc1cc(C)ccc1OCCCCNCc1ccccc1	2.2%	-8.2%	i	/	13.5%	4.0%	-6.1	-4.2%	-9.5%
Cc1ccc(NC(=S)N(CCN(C)C)Cc2cc3cc(C)cc(C)c3[nH]c2=O)cc1	?	-10.3%	i	-1.4%	17.3%	-4.3%	-52.8*	-12.3%	?
Cc1nn2c(N3CCN(c4ccccn4)CC3)cc(C(C)C)nc2c1-c1ccccc1	?	-18.3%	i	0.7%	?	-5.5%	4.7	1.6%	?
CC1Oc2ccccc2N(CC(=O)c2cccc(Cl)c2)C1=O (configuration not stated)	-15.1%	-2.7%	i	7.6%	-3.2%	10.2%	-8.0	-2.3%	-2.0%
O=C(Nc1ccc(F)cc1F)NC1CCN(S(=O)(=O)c2ccc(F)cc2)CC1	-9.6%	-6.2%	i	-17.5%	-10.6%	-2.0%	-8.9	-14.0%	-23.6%
CCc1cccc(C)c1NS(=O)(=O)c1cc2[nH]c(=O)c(=O)[nH]c2cc1C	?	/	?	14.8%	/	0.2%	/	/	/
O=c1sc2ccccc2c(N2CCOCC2)c1[N+](=O)[O-]	-16.6%	-5.1%	i	-13.4%	0.5%	5.2%	17.7	-9.0%	-3.9%
Cc1ccc(NC(=O)c2ccc(Cn3cc([N+](=O)[O-])cn3)cc2)c(C)c1	?	8.8%	i	-6.1%	5.4%	-16.8%	-29.4	7.1%	-0.1%
COc1ccc(NC(=O)CCN2CCN(C/C=C/c3ccccc3)CC2)cc1	-4.7%	1.1%	?	/	-5.9%	-5.3%	-6.3	0.3%	-15.8%
O=c1c2ccccc2c(-c2ccccc2)nn1-c1ccccc1	1.1%	-0.7%	i	-20.0%	8.5%	-5.0%	-20.4	-3.9%	-4.6%
CCn1ccnc1CN(C)Cc1nc(-c2cccc(Cl)c2)no1	?	1.6%	i	20.1%	1.7%	16.4%	33.7	-0.8%	1.2%
CCOc1ccc(CCN2C(=O)C(=O)N([C@@H](Cc3ccccc3)CN3CCC[C@H]3CN3C(=O)C(=O)NC[C@@H]3Cc3ccccc3)C[C@@H]2Cc2ccccc2)cc1	-6.6%	?	28.2µM*	?	/	?	?	?	/
O=C(CSc1nc2c(cnn2-c2ccc(F)cc2)c(=O)[nH]1)N1CCCCCC1	-4.9%	-0.5%	i	-4.4%	-0.7%	1.6%	22.2	3.0%	-3.8%
S=c1[nH]nc(-c2ccc(Cl)cc2Cl)n1Cc1ccccc1	-8.5%	-5.9%	i	4.3%	15.5%	-3.8%	12.0	-4.9%	-1.6%
CCN(CC(=O)NCc1ccc(Cl)cc1)C(=O)CSCC(=O)Nc1ccc(OC)cc1	4.3%	0.0%	?	-1.5%	-1.3%	22.4%	-3.4	-0.3%	-8.2%
COc1cc(SC)ccc1C(=O)Nc1ccc(Br)cn1	18.4µM*	26.9%	i	/	?	?	-9.8	19.7%	-1.6%
COc1ccc(CN(C)C(=O)COC(=O)c2ccc3c(c2)OCO3)cc1OC	-1.9%	-7.2%	i	-11.7%	-5.2%	1.9%	-19.1	-0.1%	-18.0%
CCN(CC)C(=O)CSc1nnc(-c2ccccc2)n1N	26.5%	0.2%	i	8.4%	?	-3.9%	18.2	-4.2%	-6.6%
Cc1ccc(C(=O)OC(C)C(=O)NC(C)CCc2ccccc2)o1 (configuration not stated)	0.0%	7.4%	i	/	12.6%	1.3%	6.7	-4.3%	-0.9%
Cc1cc(C)c(S(=O)(=O)NN=C2c3ccccc3[C@H]3Cc4csc[n+]4[C@@H]23)c(C)c1	0.0%	0.1%	?	-0.9%	/	3.1%	-3.8	-9.8%	/

Among those listed so far, these contain bromine.
SMILES	KB-V1 MDR tox	HT1080-NT tox	ATXN viability	ATXN2 expr inh	MCF10A rereplic	KB-3-1 tox	IL-1B inflam inh	HT1080 IDH1KD tx	SW480 rereplic
Cc1ccc(N(CC(=O)Nc2ccc(Br)c(C)c2)S(=O)(=O)c2c(C)[nH]c(=O)[nH]c2=O)cc1	2.5%	-8.5%	i	17.3%	?	19.0%	39.8	-11.5%	-1.2%
COc1cc(SC)ccc1C(=O)Nc1ccc(Br)cn1	18.4µM*	26.9%	i	/	?	?	-9.8	19.7%	-1.6%

Continuation:
SMILES	KB-V1 MDR tox	HT1080-NT tox	ATXN viability	ATXN2 expr inh	MCF10A rereplic	KB-3-1 tox	IL-1B inflam inh	HT1080 IDH1KD tx	SW480 rereplic
CCN1CCCC1CNC(=O)C1c2ccccc2C(=O)N(CCOC)C1c1ccc(F)cc1 (configuration not stated)	?	3.2%	i	4.7%	-0.9%	0.6%	-2.8	8.1%	-4.8%
Cn1c(CC(=O)Nc2ccccc2F)nnc1SCC(=O)N1CCOCC1	/	0.6%	?	26.6%	-0.5%	/	21.4	-0.6%	-3.1%
O=C(N/N=C/c1cc(Br)ccc1OC(=O)c1ccc(Br)cc1)c1ccncc1	-9.8%	20.6µM*	i	?	10.1%	?	112.8	?	?
CC(NC(=O)c1ccc2c(c1)OCO2)c1ccccc1 (configuration not stated)	0.4%	?	i	-5.3%	9.3%	-2.2%	-21.4	9.0%	-8.6%
CCOC(=O)c1c(NC(=O)C(C)Oc2ccc(Cl)c(C)c2)sc2c1CCCC2 (configuration not stated)	-2.1%	/	i	-0.4%	/	1.1%	/	/	/
O=C(CSc1nnc(C2CC2)n1-c1ccccc1)NC1CCS(=O)(=O)C1 (configuration not stated)	0.0%	2.1%	i	/	7.6%	1.2%	-15.6	-3.4%	-5.8%
Cc1cc(C)c(NC(=O)CCS(=O)(=O)c2cc3c(cc2Cl)NC(=O)CO3)c(C)c1	5.2%	/	i	-7.9%	/	20.0%	/	/	/

Look-ups from the list.
CC(NC(=O)c1ccc2c(c1)OCO2)c1ccccc1 (configuration not stated) – KB-3-1 tox: -2.2%
CCOC(=O)c1c(NC(=O)C(C)Oc2ccc(Cl)c(C)c2)sc2c1CCCC2 (configuration not stated) – ATXN2 expr inh: -0.4%

Assay outcomes from PubChem BioAssay.
